CaV13 FRET inh: Primary screen for inhibitors of IQ motif and Ca2+-dependent inactivation inhibitor domain binding in CACNA1D, Förster resonance energy transfer in living cells, … | inhibition, % at 12.3 µM | HEK cells, CFP/YFP FRET ICDI-IQ, plate reader, 10 min; percent FRET-ratio fall versus neutral wells | 340,000 tested, 0.098% active | AID 743397;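 active means mean replicate inhibition of at least 30% and at least 1% of replicates passing that level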;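 further: 0% = median of the neutral control wells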
CF NFkB block: blocks PAF-induced NF-kB reporter in cystic fibrosis cells. KKLEB NF-kB-GFP reporter, GFP fluorescence overnight. 360,000 tested, 0.86% active. inhibition, % at 5 µM. AID 588850;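 active means at least 50% inhibition at 5 µM, scaled per plate between neutral and stimulator controls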;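 further: PAF is a Pseudomonas aeruginosa culture filtrate used as stimulus; plate controls were PAF-stimulated DMSO wells for no effect and unstimulated DMSO wells for full effect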
HIF-2a inh: inhibitors of HIF-2a; 786-0 RCC cells HIF-2a reporter, luciferase luminescence, overnight; inhibition, % at 18.8 µM; 360,000 tested, 0.72% active;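 active means inhibition of the luminescence signal of 40% or more relative to plate controls, in a single-dose primary screen at 18.75 µM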
NR2E3 ag-1: agonists of human NR2E3 nuclear receptor; Q9Y5X4; CHO-S Gal4-NCOR/VP16-NR2E3 two-hybrid, luciferase; AID 602229; inhibition of corepressor binding, % at 3.98 µM; 360,000 tested, 0.35% active;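 active means inhibition above the mean of all tested compounds plus 3 SD, cut at about 70% in these data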;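 further: 0% = DMSO with NR2E3 transfected cells and 100% = cells lacking NR2E3 construct; higher means lower luciferase signal from less NR2E3 corepressor binding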
Target sequence (Q9Y5X4 whole entry, looked up, the tested form may be a part): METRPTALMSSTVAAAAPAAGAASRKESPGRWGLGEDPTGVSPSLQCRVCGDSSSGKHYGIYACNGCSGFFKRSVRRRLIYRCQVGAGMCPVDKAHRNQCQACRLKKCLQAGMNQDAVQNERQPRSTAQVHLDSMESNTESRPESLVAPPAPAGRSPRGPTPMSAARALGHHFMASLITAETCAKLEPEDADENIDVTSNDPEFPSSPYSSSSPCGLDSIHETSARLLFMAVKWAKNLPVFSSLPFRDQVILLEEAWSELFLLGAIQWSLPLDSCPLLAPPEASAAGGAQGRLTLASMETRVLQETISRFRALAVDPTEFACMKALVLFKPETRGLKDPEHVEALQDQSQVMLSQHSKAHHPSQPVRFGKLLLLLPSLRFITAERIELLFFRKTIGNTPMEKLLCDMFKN
NR2E3 ag-2: agonists of human nuclear receptor NR2E3; Q9Y5X4; GST-NR2E3/biotin-RetCOR TR-FRET, 1536-well; inhibition of corepressor binding, % at 4.78 µM; 320,000 tested, 0.12% active; AID 2300;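 active means percent inhibition above the cutoff of mean plus 3 SD of all tested compounds, set per screening campaign, cut at about 20% in these data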;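 further: 0% = DMSO wells and 100% = biotin wells as full block of FRET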
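Format: 1536-well format; test system: GST-NR2E3 and biotin-RetCOR proteins; read-out basis: percent inhibition of TR-FRET ratio; timing: 5 h incubation at 4 °C; detection: time-resolved FRET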
Shn3 inh set2: Schnurri-3 reporter inhibition in Clone20 osteoblasts. Clone20 osteoblast Shn3 3'UTR firefly luciferase, 24 h. 360,000 tested, 0.52% active. AID 588674. inhibition, % at 12.5 µM;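 active means mean inhibition of at least 75% with every replicate also reaching 75%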;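 further: 0% = median of neutral control wells and 100% = pilot-screen positive control compound; some compounds past the cut are filed as inactive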
Vif imaging: blocks HIV Vif function | 340,000 tested, 0.35% active | inhibition, % at 7.49 µM | HEK293T cells, Vif self-association by quenched fluorescence, imaging, 24 h | AID 602346; in the data active means inhibition above about 50%, passing the limit was not always enough; further: some results filed as inactive read as strong as hits
KKLEB tox: CF airway cell cytotoxicity counter-screen | activity change (cytotoxicity), % at 5 µM | AID 602141 | KKLEB CF airway cells viability, ATPlite luminescence, overnight; hits give low values; cells stimulated with P. aeruginosa culture filtrate | 360,000 tested, 0.36% active;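 active means corrected activity change at or below -50% at 5 µM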
PDI turbidity: inhibitors of human protein disulfide isomerase. AID 588391. PDI insulin aggregation turbidity, A650, 90 min. P07237. inhibition, % at 10 µM. 350,000 tested, 0.052% active;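 active means mean inhibition across replicates of 30% or more, whatever share of single replicates reach that level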;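 further: absorbance from insulin aggregation driven by PDI reduction with DTT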
Target sequence (P07237 whole entry, looked up): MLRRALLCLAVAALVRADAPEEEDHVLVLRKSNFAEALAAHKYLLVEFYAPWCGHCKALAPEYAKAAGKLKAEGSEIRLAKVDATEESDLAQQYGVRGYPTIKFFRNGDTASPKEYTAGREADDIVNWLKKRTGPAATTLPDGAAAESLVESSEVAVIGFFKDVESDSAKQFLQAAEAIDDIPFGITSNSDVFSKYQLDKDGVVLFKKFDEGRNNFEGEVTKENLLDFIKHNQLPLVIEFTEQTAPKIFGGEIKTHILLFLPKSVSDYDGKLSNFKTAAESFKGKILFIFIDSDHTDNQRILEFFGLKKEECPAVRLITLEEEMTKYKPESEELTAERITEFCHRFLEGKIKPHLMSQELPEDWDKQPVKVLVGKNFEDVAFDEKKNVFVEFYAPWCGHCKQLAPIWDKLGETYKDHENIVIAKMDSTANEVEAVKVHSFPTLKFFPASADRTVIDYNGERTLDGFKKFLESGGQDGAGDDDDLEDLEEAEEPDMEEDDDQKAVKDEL
MITF TRPM1 inh: reduces MITF-dependent TRPM1 promoter luciferase signal; SK-MEL-5 TRPM1 promoter luciferase, 24 h; inhibition, % at 12.5 µM; 330,000 tested, 0.83% active;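 active means mean inhibition across replicates of 60% or more, whatever share of single replicates reaches that level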; further: values of inactives mirror those of a sister screen read the other way
Peg3 promoter: inhibitors of Peg3 promoter | HeLa PEG-Prom luciferase reporter, luminescence, overnight | inhibition, % at 20 µM | 360,000 tested, 1.7% active | AID 588405;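 active means inhibition of at least 50% at 20 µM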
* hit, by the source's call; / = not tested or not shown; & = joins results of further samples.

SMILES	CaV13 FRET inh	CF NFkB block	HIF-2a inh	NR2E3 ag-1	NR2E3 ag-2	Shn3 inh set2	Vif imaging	KKLEB tox	PDI turbidity	MITF TRPM1 inh	Peg3 promoter
COc1ccc(CCNC(=O)c2cc3c(=O)n(C)c4ccccc4c3n2C)c(OC)c1	-5	-8	21	-6	-1	-9	1	7	-4	-8	19
O=C(NC1CCS(=O)(=O)C1)C1CCCCN1S(=O)(=O)c1ccc(Cl)cc1 (stereo unspecified)	-7	6	14	-7	4	4	25	13	-4	-5	11
CCCCN(C(=O)C1CCN(C(=O)c2ccccc2C)CC1)c1c(N)n(CCCC)c(=O)[nH]c1=O	-3	-18	9	-7	1	9	/	7	-3	4	-4
CCCNC(=O)Cn1nc(C)n2c(cc3cc(F)ccc32)c1=O	-2	-11	2	-12	/	5	-1	-4	9	-13	7
Cc1ccc(C(=O)C[n+]2cccc3ccccc32)cc1	-6	-4	-21	-11	-2	-3	-15	-2	0	23	-154
Cc1cc(Nc2ccccc2F)n2nc(C)nc2n1	-5	14	-10	-12	-1	-7	4	-8	/	8	-6
Fc1ccc(C2c3[nH]c4ccccc4c3CCN2Cc2cccn2-c2ncccn2)cc1 (stereo unspecified)	-2	13	-40	1	8	13	-3	-10	5	8	6
CC(=O)c1cc(NC(=O)c2ccc([N+](=O)[O-])cc2)c(=O)oc1C	-4	10	4	-11	3	-7	-1	3	2	10	-2
CC(C)CC1C(=O)N(Cc2cn(CCC3OCCO3)nn2)CCS(=O)(=O)N1Cc1ccc(-c2ccc(F)cc2)cc1 (stereo unspecified)	-2	14	1	-59	/	11	2	2	14	/	50*
CN(CC(=O)NC(=O)NC1CCCCC1)Cc1ccccc1	-2	0	-141	-23	3	-3	-4	8	-7	-43	-67
COc1cccc(SCc2noc(C(=O)NCC3CCCO3)c2C(=O)O)c1 (stereo unspecified)	-5	19	12	-1	1	-20	5	-2	1	2	7
Cc1cc(N2C(=O)CC(C(C)c3ccccc3)C2=O)no1 (stereo unspecified)	-5	0	6	-12	3	-5	8	9	-8	-11	-3
Cc1cc(Br)cn2c(Cc3cccc(F)c3)c(-c3ccc(Cl)cc3)nc12	-5	43	-5	1	/	-6	/	-23	/	/	39
CN(CCOc1ccccc1)CC(=O)Nc1ccc(Cl)c(S(=O)(=O)N(C)C)c1	-2	9	-1	-4	-1	11	-5	-14	5	3	15
CC(CN1CCN(CCOCCO)CC1)CN1c2ccccc2Sc2ccc(Cl)cc21 (stereo unspecified)	-5	23	-35	49	/	69	-5	-6	1	/	101*
O=C(COc1ccc(Cl)cc1Cl)N/N=C/C1CC=CCC1 (stereo unspecified)	-5	-3	6	-15	0	-8	-3	8	7	0	4
O=S(=O)(NCC1CCN(c2ccc(S(=O)(=O)N3CCOCC3)cc2)CC1)c1ccccc1	-3	2	13	-5	/	31	-1	13	-9	1	20
CCCOc1ccc(C(=O)N2CC3(CC(c4cccc(NC(=O)[C@@H]5CCC(=O)N5)c4)=NO3)C[C@H]2C(=O)NC2(C(N)=O)CC2)cc1 (stereo partly specified)	-10	-25	-2	-1	-1	-34	-11	8	-23	3	5
NC(=O)c1cc(S(=O)(=O)N2CCCC2)ccc1OCCOc1ccccc1	-6	16	16	-5	7	-4	3	-27	-1	-1	-1
COC(=O)c1cc(=O)n(CCc2ccc(OC)cc2)c(=Nc2ccc(F)c(Cl)c2)s1	-7	0	15	10	2	9	-10	0	/	11	82*
CCn1c(-c2ccc(OC)c(OC)c2)n[nH]c1=S	/	4	7	-27	-1	22	-4	5	1	-8	10
COCCn1c(-c2cccs2)csc1=Nc1cccnc1	5	-3	12	-12	2	-37	-4	6	-1	18	11
COCCOc1ccc(C(F)(F)F)cc1NC(=O)CN1C(=O)NC(C)(c2ccc3c(c2)OCO3)C1=O (stereo unspecified)	-6	-46	11	19	-2	14	2	-6	11	2	15
COc1ccccc1NC(=O)Nc1nn(C)c2cccc(OC)c12	-5	-13	-11	-24	-1	/	-2	3	5	-6	-8
COc1ccc(OC)c2nc3c(C(=O)NCCN(C)C)cccc3nc12	-5	-222	7	-35	/	41	-7	11	3	73*	90*
COc1ccc(NC(=O)COC(=O)C2CCN(S(=O)(=O)c3ccccc3)CC2)cc1Cl	-4	-2	-4	-19	1	-9	5	2	-6	-1	-10
O=C(CNc1ccc2ccccc2c1)N/N=C/c1ccccn1	-5	-2	-40	-11	1	30	/	1	-3	/	22
COc1ccc(NC(=O)NC2(C(=O)N3CCCC(C)C3)CCCCC2)cc1 (stereo unspecified)	-3	10	15	-7	0	2	4	1	9	3	30
CN(C(=O)COC(=O)C1COc2ccccc2O1)c1c(N)n(Cc2ccccc2)c(=O)[nH]c1=O (stereo unspecified)	-5	-22	12	-19	1	13	10	25	1	0	4
COc1ccc(CNC(=O)N2CCN(c3cccc(C)c3C)CC2)cc1OC	-8	11	16	13	0	13	-8	0	1	21	15
COc1ccc(CCC(=O)OCC(=O)NCc2ccc3c(c2)OCO3)cc1	-5	-3	12	-16	2	-1	-4	11	-3	1	4
Cc1nn(-c2ccccc2)c(C)c1NC(=O)COC(=O)c1ccccc1	-3	-26	15	10	-2	6	0	5	11	2	-2
CC(Oc1ccc(F)cc1)C(=O)Nc1ccccc1C(=O)NC1CC1 (stereo unspecified)	-6	-20	-7	-10	-4	-1	18	13	13	2	20
O=C(NCc1cc(Cl)cc(Cl)c1)c1ccc2nc([C@@H]3O[C@H](CO)[C@@H](O)[C@H]3O)[nH]c2c1	-5	-9	-3	8	/	-5	3	-2	2	/	-9
CC(OC(=O)CN1C(=O)NC2(CCCC2)C1=O)C(=O)Nc1cccc(Cl)c1Cl (stereo unspecified)	-5	0	-5	22	1	-1	-10	7	-10	-3	-22
CC(C)c1ccc(S(=O)(=O)Nc2ccc3c(c2)OCO3)cc1	-6	24	-5	34	/	28	-4	-11	-1	-7	-1
Cc1oc2c(c(C)cc3oc(=O)c(CC(=O)N[C@@H](CCCNC(N)=O)C(=O)O)c(C)c32)c1C	-7	11	13	-19	6	5	-6	1	5	-6	1
Cc1ccc(N2CCN(C3=NC(=O)/C(=C\c4cccs4)S3)CC2)cc1	/	4	-13	-4	1	4	-11	-13	3	0	-3
CC1(C)C(=O)Nc2ccccc2N1C(=O)COC(=O)c1cccc(O)c1	-7	12	-4	-4	/	11	7	-10	-2	0	3
O=C(Nc1ccc(NC(=O)c2cccs2)cn1)c1ccccc1	-4	-6	-258	-25	4	-45	-2	2	4	-80	-242

Record cards (already shown). Order of values: CaV13 FRET inh | CF NFkB block | HIF-2a inh | NR2E3 ag-1 | NR2E3 ag-2 | Shn3 inh set2 | Vif imaging | KKLEB tox | PDI turbidity | MITF TRPM1 inh | Peg3 promoter
CC(CN1CCN(CCOCCO)CC1)CN1c2ccccc2Sc2ccc(Cl)cc21 (stereo unspecified) reads -5 | 23 | -35 | 49 | / | 69 | -5 | -6 | 1 | / | 101*
CN(C(=O)COC(=O)C1COc2ccccc2O1)c1c(N)n(Cc2ccccc2)c(=O)[nH]c1=O (stereo unspecified) reads -5 | -22 | 12 | -19 | 1 | 13 | 10 | 25 | 1 | 0 | 4

More records
SMILES	CaV13 FRET inh	CF NFkB block	HIF-2a inh	NR2E3 ag-1	NR2E3 ag-2	Shn3 inh set2	Vif imaging	KKLEB tox	PDI turbidity	MITF TRPM1 inh	Peg3 promoter
O=C(O)c1cc(S(=O)(=O)N2CCCCC2)ccc1N1CCOCC1	-3	15	7	24	/	2	-3	-4	-2	4	0
O=C1C2C3c4ccccc4C(c4ccccc43)[C@@H]2c2nc3ccccc3n21 (stereo partly specified)	/	-10	22	-26	0	-7	9	5	0	26	1
COc1ccccc1Cc1c(-c2ccco2)nc2c(C)cc(Br)cn12	/	66*	93*	4	/	94*	/	-46	/	/	98*
O=C(CCNc1cccc(Cl)c1)c1ccco1	-8	6	-62	-26	2	-9	/	-8	-11	13	-24
Cc1cnc(C(=O)N2CCN(c3ccc(C(F)(F)F)cn3)CC2)cn1	-5	3	16	-22	1	-6	0	-2	-3	11	9
CSCCC(NC(=O)c1ccc(Cl)cc1)C(=O)O (stereo unspecified)	1	10	18	7	1	-4	-1	0	-2	9	16
Cc1c(NC(=O)c2c(NC(=O)CNC3CC3)sc3c2CCCC3)c(=O)n(-c2ccccc2)n1C	-8	15	12	-16	-2	-11	1	5	7	7	2
Cc1ccnc(NC(=O)/C=C/c2ccccc2Cl)c1	-3	3	-61	-167	0	18	19	-18	-5	13	-48
CCOCCn1c(CN2CCN(c3ccc(OC)cc3)CC2)nc2c1c(=O)n(C)c(=O)n2C	/	1	-7	4	2	24	-2	-10	-1	2	9
Cc1ccc(-n2ncc3c(=O)[nH]c(SCC(=O)N4CCCCC4)nc32)cc1	-7	-5	19	-6	6	18	-1	8	-8	/	21
O=C(COC(=O)c1ccccc1C(=O)c1ccccc1)Nc1ccc(SC(F)F)cc1	-14	-19	-8	0	3	4	-10	6	6	-1	3
COc1cc2c(cc1OC)C(c1cc(OC)c(OC)c(OC)c1)NCC2 (stereo unspecified)	-3	-10	12	-17	1	-2&6	-3&5	-5	0	6	-6
Cc1ccccc1C(=O)NC1CCN(C(=O)NC2CCCCC2)CC1	-4	1	9	-8	5	5	2	-6	-2	-6	-4
CN(Cc1ccccc1)C(=O)c1ccccc1NC(=O)c1ccccc1	-7	-6	-4	19	-2	-10	27	0	-7	6	17
Cc1cccnc1Nc1nc(-c2ccccc2)cs1	-2	-17	-190	-136	-3	-99	7	-10	7	-20	-316
O=C(CN(C(=O)CCC(=O)Nc1nccs1)c1ccc(F)c(Cl)c1)NCC1CCCO1 (stereo unspecified)	-5	-4	10	4	5	-8	7	-6	-3	0	-4
CC(C)Oc1ccc(S(=O)(=O)N2CCOCC2)cc1NC(=O)C(C)Oc1ccc(F)cc1 (stereo unspecified)	-4	8	9	0	0	6	-2	-5	8	-8	6
Cc1cccc(OCCSc2cc(C)nc(N)n2)c1	-6	22	-61	-51	1	2	-6	6	0	-13	-52
NC(=O)[C@H]1CC2(CC(c3cccc(NC(=O)[C@H]4CCC(=O)N4)c3)=NO2)CN1C(=O)c1cc([N+](=O)[O-])cc([N+](=O)[O-])c1 (stereo partly specified)	-9	-7	4	-32	1	-17	-2	5	-2	-16	-4
O=C(Nc1cc([N+](=O)[O-])c2[nH]c(=O)c3ccccc3c2c1)C(F)(F)F	-6	-215	-4	12	/	17	-7	3	23	2	32
CCOC(=O)Nc1ccc2nc(Sc3ccc(Cl)cc3)sc2c1	-4	-24	-22	-21	0	26	-13	5	-9	9	15
Cc1ccc(NC(=O)COC(=O)c2ccco2)cc1S(=O)(=O)N1CCCCC1	-10	-16	0	-13	/	-5	0	10	3	/	-2
COc1cc(NCC2COc3c(ccc(OC)c3OC)C2=O)c([N+](=O)[O-])cc1OC (stereo unspecified)	-3	-14	-1	-16	/	-4	/	7	/	/	23

Screening results from PubChem.

Compounds were not picked by outcome. Share with any hit: about 3.3%.
